Source: PubChem (National Center for Advancing Translational Sciences (NCATS))
PI4K2A block = qHTS for small molecular inhibitors of PI4K2A; Phosphatidylinositol 4-kinase type 2-alpha (Homo sapiens), Q9BTU6; actives 0.13% (n = 420,000); AID 1346378, 2018; activity change, negative = inhibition, % at 76.9 µM; purified PI4K2A, ADP-Glo luminescence, 1 h; active compounds read low; in the data active means activity change below about -50%; inconclusive means mostly about -30% to -49%;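 further: -100% = wells without enzyme as full effect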
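PI4K2A activity was measured by ADP-Glo luminescence: enzyme (4 ug/mL stock) and phosphatidylinositol (1.2 mM stock) in Tris pH 7.5/MgCl2/EGTA/Triton X-100 buffer were reacted with ATP (300 microM stock) for one hour at ambient temperature.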
USP1-UAF1 inh = Inhibitors of USP1/UAF1: Primary Screen. actives 0.23% (n = 390,000). Ubiquitin carboxyl-terminal hydrolase 1 (Homo sapiens), O94782. recombinant USP1/UAF1, Ub-Rhodamine cleavage fluorescence. Potency, µM (series often up to 57.1 µM), for inactives: at the highest dose activity change, negative = inhibition, most hits filed as inhibitors; further: potency means the concentration at half of the fitted maximal effect; on the % scale 0 is the no-effect control and ±100 the full control effect; nearly all actives have a fitted effect of over 60% in size; inactives centre near -12
Target sequence (O94782 whole entry, looked up): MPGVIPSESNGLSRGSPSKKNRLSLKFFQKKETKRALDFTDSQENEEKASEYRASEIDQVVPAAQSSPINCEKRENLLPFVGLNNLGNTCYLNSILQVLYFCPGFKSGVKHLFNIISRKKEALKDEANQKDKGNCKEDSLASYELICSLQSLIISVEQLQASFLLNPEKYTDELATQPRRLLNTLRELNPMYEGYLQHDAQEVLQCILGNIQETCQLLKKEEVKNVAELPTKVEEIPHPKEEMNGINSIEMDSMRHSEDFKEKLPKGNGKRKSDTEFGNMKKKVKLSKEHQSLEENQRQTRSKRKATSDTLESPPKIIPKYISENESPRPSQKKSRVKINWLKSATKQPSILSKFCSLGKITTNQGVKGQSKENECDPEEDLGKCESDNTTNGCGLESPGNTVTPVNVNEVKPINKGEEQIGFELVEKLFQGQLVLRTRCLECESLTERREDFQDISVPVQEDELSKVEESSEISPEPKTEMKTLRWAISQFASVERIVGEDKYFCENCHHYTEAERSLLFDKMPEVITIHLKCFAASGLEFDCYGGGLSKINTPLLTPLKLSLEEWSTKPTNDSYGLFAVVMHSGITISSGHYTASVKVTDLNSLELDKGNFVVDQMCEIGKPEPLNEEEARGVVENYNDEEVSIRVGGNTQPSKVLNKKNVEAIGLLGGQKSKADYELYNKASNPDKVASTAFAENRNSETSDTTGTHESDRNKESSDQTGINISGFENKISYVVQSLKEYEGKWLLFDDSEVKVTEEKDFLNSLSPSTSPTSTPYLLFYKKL
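High-throughput fluorogenic screen: 1nM USP1/UAF1 complex, Ub-Rho substrate 150nM final, 50mM HEPES pH 7.8 with 0.5mM EDTA, 0.1 mg/ml BSA, 1mM TCEP and 0.01% Tween-20.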
TrxR1 substrate = qHTS Assay for Substrates of Mammalian Selenoprotein Thioredoxin Reductase 1 (TrxR1): qHTS | actives 0.01% (n = 390,000) | Potency, µM (top dose mostly 114 µM), without a hit: at the top dose activity change, negative = substrate turnover | purified TrxR1 substrate turnover, NADPH consumption readout; further: potency means the concentration at half of the fitted maximal effect; on the % scale 0 is the no-effect control and ±100 the full control effect; nearly all actives have a fitted effect of over 50% in size
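Rat TrxR1, dispensed at 90 nM, was prereduced with 400 uM NADPH (final) for 5 min at ~22 deg C, then incubated with compound 15 min before 400 uM selenite. A first-read NADPH fluorescence drop versus no-compound background flagged substrates.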
mIDH1 inhibitor = qHTS for Inhibitors of mutant isocitrate dehydrogenase 1 (IDH1): qHTS | Isocitrate dehydrogenase [NADP] cytoplasmic (Homo sapiens), O75874 | IDH1-R132H enzyme, NADPH consumption, diaphorase/resazurin fluorescence | Potency, µM (doses to about 76.6 µM), inactives show top-dose activity change, negative = inhibition, usual class: inhibitors | actives 0.093% (n = 390,000) | AID 602179, 2012; further: potency means the concentration at half of the fitted maximal effect; on the % scale 0 is the no-effect control and ±100 the full control effect; nearly all actives have a fitted effect of over 65% in size
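IDH1-R132H (0.5 ug/mL dispensed) in pH 7.5 Tris buffer was preincubated 30 min with compound, then given a substrate mix of 0.016 mM NADPH and 2 mM alpha-KG for 80 min at room temperature; remaining NADPH was read by diaphorase/resazurin fluorescence.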
PGK inhibitor = qHTS Assay to Find Inhibitors of Phosphoglycerate Kinase; Phosphoglycerate kinase, glycosomal (Trypanosoma brucei brucei), P07378; PGK/GAPDH coupled, Kinase-Glo luminescence, 60 min; Potency, µM (highest dose often 57.5 µM), for the others: at the highest dose activity change, negative = inhibition, usual class: inhibitors; actives 0.043% (n = 380,000); AID 602233, 2012; further: potency means the concentration at half of the fitted maximal effect; on the % scale 0 is the no-effect control and ±100 the full control effect; nearly all actives have a fitted effect of over 60% in size
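Recombinant glycosomal PGK reaction used 1,3-bisphosphoglycerate generated in-well by GAPDH (100nM final) in 100mM TEA pH 7.6, 5mM MgCl2, 0.01% Tween-20. After 60 minutes at room temperature, ATP was read by Kinase-Glo Plus luminescence end-point.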
HP1b chromo inh = HTS for Inhibitors of HP1-beta Chromodomain Interactions with Methylated Histone Tails. AlphaScreen HP1-beta / biotin-H3K9me3 peptide binding. Potency, µM (top dose mostly 114 µM), for inactives: top-dose activity change, negative = inhibition, actives largely listed as inhibitors. actives 0.56% (n = 390,000). Chromobox protein homolog 1 (Homo sapiens), P83916; further: potency means the concentration at half of the fitted maximal effect; nearly all actives have a fitted effect of over 70% in size; inactives centre near 23
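Compound inhibition of the preformed complex between 50 nM HP1-beta and 50 nM biotinylated H3K9me3 peptide was read by AlphaScreen. Buffer was PBS pH 7.4 with 0.01% Tween-20. Incubations ran 30 min at room temperature, with 10 ug/mL donor/acceptor beads.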
Pin1 inh = qHTS Assay to Find Inhibitors of Pin1 | Potency, µM (doses to about 115 µM), for the others: at the highest dose activity, negative = inhibition, usual class: inhibitors | Peptidyl-prolyl cis-trans isomerase NIMA-interacting 1 (Homo sapiens), Q13526 | Pin1 FP peptide displacement, HiFluor488, 10 min | actives 0.009% (n = 390,000); active means well fitted inhibition curve with a large enough effect in the polarisation, with a control signal flat, not every such curve was filed as active; inconclusive means small, poorly fitted or top-dose-only effect, or effect the other way, or a change in a side signal; inactive means no such curve, though single readings can be large or run the other way; the % refers to the polarisation; further: potency means the concentration at half of the fitted maximal effect; on the % scale 0 is the no-effect control and ±100 the full control effect
Target sequence (Q13526 whole entry, looked up): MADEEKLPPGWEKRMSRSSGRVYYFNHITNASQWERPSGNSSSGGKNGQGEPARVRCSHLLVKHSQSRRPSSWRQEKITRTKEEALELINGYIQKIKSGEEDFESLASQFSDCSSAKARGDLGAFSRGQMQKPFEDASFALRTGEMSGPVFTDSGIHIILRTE
GLS inhibitor = qHTS for Inhibitors of Glutaminase (GLS); Glutaminase kidney isoform, mitochondrial (Homo sapiens), O94925; GLS enzymatic activity, qHTS titration; Potency, µM (doses to about 45.5 µM), without a hit: at the highest dose activity change, negative = inhibition, hits mostly inhibitors; actives 0.21% (n = 410,000); further: potency means the concentration at half of the fitted maximal effect; on the % scale 0 is the no-effect control and ±100 the full control effect
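hKGA in 45 mM KH2PO4 pH 8.2, 0.02% Tween-20 with pin-transferred compounds; 1 mM L-glutamine (stock) plus glutamate oxidase/HRP/Amplex Red coupling added. Fluorescence read initially and after 30 min at RT.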
TrxR1 inh = qHTS Assay for Inhibitors of Mammalian Selenoprotein Thioredoxin Reductase 1 (TrxR1): qHTS; Thioredoxin reductase 1, cytoplasmic (Rattus norvegicus), O89049; recombinant rTrxR1, NADPH fluorescence consumption, selenite substrate; Potency, µM (highest dose often 114 µM), without a hit: at the highest dose activity change, negative = inhibition, usual class: inhibitors; actives 1% (n = 390,000); further: potency means the concentration at half of the fitted maximal effect; on the % scale 0 is the no-effect control and ±100 the full control effect; nearly all actives have a fitted effect of over 65% in size
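Rat TrxR1 (90 nM in the dispensed reagent) was pre-reduced with 400 uM NADPH for 5 min at room temperature, then incubated with compound for 15 min. After 400 uM selenite was added, NADPH fluorescence (Ex 340/Em 450 nm) was followed for 8 min.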
* = called active by the depositor; i = inactive; u = inconclusive; x = not tested or not shown; [ ] = remark or other dose. Unless noted, the call rests on the fitted dose curve; in most records, active means well fitted curve in the direction sought with a large enough effect; inconclusive means small, poorly fitted or top-dose-only effect, or another doubt; inactive means no such curve, though single readings can be large; an effect the other way counts as inactive or inconclusive.

1) Cc1coc2c(C)c3oc(=O)c(CC(=O)N4CCCCC4)c(C)c3cc12
2) O=C(/C(=N\O)n1cncn1)c1ccc(Br)cc1Br
3) COCCCn1cnnc1SC(C)C(=O)Nc1ccc(S(=O)(=O)N2CCOCC2)cc1 (centres undefined)
4) CCN(CC)C(=O)C1=C(C)N(CCCN2CCCC2=O)C(=O)C(CC(=O)NCC2CCCCC2)C1 (centres undefined)
5) Cc1ccc(NC(=O)CN(C)C(=O)COC(=O)c2ccc(Cl)cc2O)cc1
6) CN(C)S(=O)(=O)N(CC(=O)N1CCC(Cc2ccccc2)CC1)c1ccccc1
7) O=C(O)CCn1c(C2CCCCC2)nc2ccccc21
8) CCc1ccc(S(=O)(=O)c2nnn3c2nc(NCCNC(C)=O)c2ccccc23)cc1

Screen / compound no.	1	2	3	4	5	6	7	8
HP1b chromo inh	1%	30%	38%	x	55%[activator]	7%	20%	14%
Pin1 inh	4%	-2%	1%	x	17%	0%	1%	6%
mIDH1 inhibitor	-6%	6%	2%	1%	1%	-12%	1%	12%
PGK inhibitor	1%	1%	-7%	-3%	-3%	-3%	-10%	-3%
TrxR1 substrate	1%	-8%	2%	x	25%	-9%	10%[57.1 µM]	14%[57.1 µM]
PI4K2A block	-1	1	-4	3	-1	-1	1	1
TrxR1 inh	7%	-6%	2%	x	25%	7%	30%	4%[57.1 µM]
USP1-UAF1 inh	-6%	-8%	-11%	-7%	-24%	-9%	-11%	-10%
GLS inhibitor	-6%	2%	0%	-10%	-7%	0%	-12%	0%

9) Cc1ccc(-c2nnc(SCC(=O)NC3CCCC3)nc2-c2ccc(C)cc2)cc1
10) CCS(=O)(=O)N1CCCC(C(=O)NCCOC)C1 (centres undefined)
11) COc1ccc(NC(=O)N(CCO)Cc2cc3c(C)cc(C)cc3[nH]c2=O)cc1
12) OCCN1CCN(CC(O)COC(c2ccc(F)cc2)c2ccc(F)cc2)CC1 (centres undefined)
13) CC(C)n1cnc2c(=S)nc[nH]c21
14) COc1ccc(CCNC(=O)c2cc(Nc3cc(C)cc(C)c3)nc3ccccc23)cc1OC
15) O=C1CC(N2CCN(c3ccc(F)cc3)CC2)C(=O)N1Cc1ccccc1 (centres undefined)
16) OC1(c2ccc(Br)cc2)CCN(Cc2cccc(Br)c2)CC1

Screen / compound no.	9	10	11	12	13	14	15	16
HP1b chromo inh	18%	22%	18%	u	39%[activator]	40%[activator]	45%[activator]	29%
Pin1 inh	19%	2%	4%	1%	-2%	-2%	-8%	0%
mIDH1 inhibitor	-15%	12%	-1%	0%	-7%	7%	1%	-3%
PGK inhibitor	-1%	-3%	0%	8%	i	i	i	-5%
TrxR1 substrate	-16%[57.1 µM]	-2%[57.1 µM]	11%[57.1 µM]	5%	-4%[57.1 µM]	-6%	10%	1%
PI4K2A block	-4	-2	-3	9	10	-5	1	0
TrxR1 inh	-25%[57.1 µM]	12%[57.1 µM]	2%[57.1 µM]	14%	-4%[2.29 µM]	-2%	10%	7%
USP1-UAF1 inh	2%	-19%	-2%	-17%	-9%	-16%	-12%	-16%
GLS inhibitor	0%	4%	15%	0%	-4%	-1%	2%	3%

Continued (four carried over from the part before).
13) CC(C)n1cnc2c(=S)nc[nH]c21
14) COc1ccc(CCNC(=O)c2cc(Nc3cc(C)cc(C)c3)nc3ccccc23)cc1OC
15) O=C1CC(N2CCN(c3ccc(F)cc3)CC2)C(=O)N1Cc1ccccc1 (centres undefined)
16) OC1(c2ccc(Br)cc2)CCN(Cc2cccc(Br)c2)CC1
17) O=C(CSc1nnc(-c2ccncc2)n1-c1ccc(F)cc1)NC(=O)NCc1ccco1
18) CC(=O)n1cc([C@@H]2C=C(C(=O)N3CCOCC3)O[C@H](OCCCCO)C2)c2ccccc21
19) O=C(Nc1ccccc1Cl)NN1CCCCCC1
20) Cc1c(N=Nc2ccc(O)cc2)c(=O)n(-c2ccccc2)n1C
21) O=C1/C(=C/c2cccc3ccccc23)CCCc2ccccc21
22) COc1cccc(CC(=O)OC(C)C(=O)Nc2ncc(Cl)cc2Cl)c1 (centres undefined)
23) CN(C)/N=C/c1ccc([N+](=O)[O-])cc1[N+](=O)[O-]
24) COc1ccc(NC(=O)CN(C)S(=O)(=O)c2ccccc2)c([N+](=O)[O-])c1

Screen / compound no.	13	14	15	16	17	18	19	20	21	22	23	24
HP1b chromo inh	39%[activator]	40%[activator]	45%[activator]	29%	-7%	29%	16%[57 µM]	14%	72%[activator]	59%[activator]	u	4%
Pin1 inh	-2%	-2%	-8%	0%	u	4%	2%	1%	-3%	-7%	-2%	34%[activator]
mIDH1 inhibitor	-7%	7%	1%	-3%	9%	-15%	9%	15%	3%	1%	6%	0%
PGK inhibitor	i	i	i	-5%	u	-4%	2%	i	-2%	-10%	3%	3%
TrxR1 substrate	-4%[57.1 µM]	-6%	10%	1%	13%	8%	-2%[2.29 µM]	-25%	10%[57.1 µM]	4%[57.1 µM]	-11%	-3%
PI4K2A block	10	-5	1	0	-8	-6	8	0	-2	1	1	4
TrxR1 inh	-4%[2.29 µM]	-2%	10%	7%	u	-4%[57.1 µM]	5%[57.1 µM]	5%[57.1 µM]	16%[57.1 µM]	3%[57.1 µM]	8%[57.1 µM]	10%
USP1-UAF1 inh	-9%	-16%	-12%	-16%	12%	-13%	3%	-12%	-23%	-5%	-9%	-4%
GLS inhibitor	-4%	-1%	2%	3%	11%	-7%	5%	u	-6%	0%	-8%	-2%

25) COC(=O)/C(C#N)=C1/SC=C(C)N1c1ccccc1
26) CC(C)S(=O)(=O)c1csc(C(=O)Nc2ccc(F)cc2)c1N
27) O=C(C[C@@H]1C/C=C\CCC(=O)OC[C@@H]2CCCN2C1=O)N[C@@H](CO)Cc1ccccc1
28) O=C(CN1C(=O)C2C3C=CC(C3)C2C1=O)Nc1nc(-c2ccccn2)cs1 (centres undefined)
29) C=CCOc1c(Br)cc(/C=C2/NC(=S)N(C(C)=O)C2=O)cc1OC
30) O=C(CN1C(=O)NC2(CCCCCCC2)C1=O)Nc1ccc(Br)cc1
31) COc1ccc(OC)c(NC(=O)NC2CCCCCCC2)c1
32) CCOC(=O)c1c(NC(=O)CC2Nc3cc(C)c(C)cc3NC2=O)sc(C)c1C (centres undefined)

Screen / compound no.	25	26	27	28	29	30	31	32
HP1b chromo inh	30%	-21%	48%[activator]	38%	-5%	26%	14%	-1%
Pin1 inh	-1%	13%	22%	-2%	20%	-2%	-8%	u
mIDH1 inhibitor	9%	8%	-4%	1%	3%	24%	0%	0%
PGK inhibitor	i	-13%	-8%	-4%	-3%	-1%	-8%	x
TrxR1 substrate	-9%[57.1 µM]	-22%[57.1 µM]	3%	0%	10%[57.1 µM]	-2%	-1%	10%
PI4K2A block	-3	u	0	-17	-1	0	-4	-4
TrxR1 inh	6%[57.1 µM]	18%[57.1 µM]	30%	3%	19%[57.1 µM]	4%	7%	24%
USP1-UAF1 inh	-22%	-14%	7%	-14%	-3%	-12%	-6%	-12%
GLS inhibitor	-6%	-10%	-1%	-4%	27%	18%	9%	u

33) Cc1ccc(C(=O)N/C(=C\c2cn(C)c3ccccc23)C(=O)NCCCn2ccnc2)cc1
34) CCN1CCN(C(=O)NS(=O)(=O)c2ccc(C)cc2)CC1
35) COc1ccc(-c2csc(Nc3cccc(C)n3)n2)cc1C
36) O=C(CSc1ccc2c(c1)OCCO2)Nc1ccc(Cl)cn1
37) O=C(CN1C(=O)NC(c2ccccc2)(c2ccccc2)C1=O)NCCNCCO

Screen / compound no.	33	34	35	36	37
HP1b chromo inh	17%	40%[activator]	-28%	50%[activator]	32%
Pin1 inh	4%	-7%	-5%	0%	-5%
mIDH1 inhibitor	-2%	-2%	3%	2%	0%
PGK inhibitor	-2%	-1%	-8%	-1%	i
TrxR1 substrate	-2%	-2%	6%[57.1 µM]	1%	7%
PI4K2A block	5	-1	4	-1	3
TrxR1 inh	9%	6%	5%[57.1 µM]	36%[activator]	28%
USP1-UAF1 inh	-25%	-16%	-18%	-4%	-22%
GLS inhibitor	-6%	-2%	u	-1%	u

This is a subset. The share of hits here may be higher or lower than overall.
